# OPRM1-OPRD1 ag: OPRM1-OPRD1 heterodimerization agonism; P35372+P41143; cells, luminescence; activation, % at 9.3 µM; actives 0.3% (n = 340,000); AID 504326; in the data active means activation above about 18%;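 further: 0% = vehicle-treated cells and 100% = reference agonist; values of inactives mirror those of a sister screen read the other way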
# Target sequence (P35372 whole entry, looked up): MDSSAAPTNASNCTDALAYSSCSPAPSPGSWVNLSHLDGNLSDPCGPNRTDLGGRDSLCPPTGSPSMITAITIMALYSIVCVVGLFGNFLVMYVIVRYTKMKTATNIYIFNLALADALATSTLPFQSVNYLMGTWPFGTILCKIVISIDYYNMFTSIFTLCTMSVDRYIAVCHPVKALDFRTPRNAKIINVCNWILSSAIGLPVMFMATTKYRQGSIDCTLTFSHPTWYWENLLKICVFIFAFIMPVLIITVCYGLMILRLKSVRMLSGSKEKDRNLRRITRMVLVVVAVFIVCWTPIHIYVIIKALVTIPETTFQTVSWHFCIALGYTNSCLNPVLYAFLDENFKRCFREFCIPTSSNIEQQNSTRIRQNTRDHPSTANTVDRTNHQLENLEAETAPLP
# Target sequence (P41143 whole entry, looked up): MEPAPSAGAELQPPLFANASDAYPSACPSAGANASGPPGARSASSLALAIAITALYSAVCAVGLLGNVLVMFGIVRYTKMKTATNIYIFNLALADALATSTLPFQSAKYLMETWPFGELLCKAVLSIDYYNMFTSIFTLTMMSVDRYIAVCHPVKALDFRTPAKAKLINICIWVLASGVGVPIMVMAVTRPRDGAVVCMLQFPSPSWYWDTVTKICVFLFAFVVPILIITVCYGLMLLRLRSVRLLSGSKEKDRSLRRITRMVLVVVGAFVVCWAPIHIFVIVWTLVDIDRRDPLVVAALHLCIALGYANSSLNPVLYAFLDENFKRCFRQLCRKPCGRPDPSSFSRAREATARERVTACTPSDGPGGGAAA
# Pemphigus Ab inh: inhibitors of pemphigus antibody binding to human desmoglein-3. binding (percent of control), % at 10 µM. actives 0.48% (n = 310,000). DSG3-coupled beads, scFv-anti-DSG3-GFP binding, flow cytometry; stronger effect = lower value. P32926;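 active means binding more than 3 SD below its plate's average and above zero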;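 further: hits lower antibody fragment binding to DSG3; some compounds called inactive have numbers as strong as hits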
# Tat export inh: inhibitors of E. coli Tat protein transport; AID 488895; actives 0.036% (n = 340,000); E. coli MC4100 TorA-mCherry Tat export, fluorescence; inhibition, % at 10 µM;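 active means mean replicate inhibition at least 50% and at least half of replicates individually reaching 50%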;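 further: exported cargo escapes ClpAP degradation while cytoplasmic cargo is degraded and loses fluorescence; 0% = median of neutral control wells and 100% = median of NaSCN control wells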
# PKA-R1A activ: activators of PKA-R1A complex; P00514+P68181; PKA-R1A dissociation, Cy5-IP20 fluorescence polarization; scaled: DMSO 0%, 113 µM cGMP 100%; activation, % at 11.4 µM; actives 0.083% (n = 340,000);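 active means percent activation above the mean of all tested compounds plus 3 SD, cut at about 19% in these data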;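 further: higher means more PKAc released from R1A so a rise in polarization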
# Arrestin-AP2 inh: human beta-arrestin and AP2 interaction inhibition. FITC-arrestin peptide / GST-AP2 beads, flow cytometry; AP2 beta2 appendage carries R879A mutation. inhibition, % at 10 µM. actives 0.31% (n = 340,000);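 active means inhibition above a set limit, near 3 SD of compounds lacking own fluorescence, cut at about 54% in these data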;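 further: plate controls were DMSO wells for no effect and 5 µM unlabelled arrestin peptide for full effect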
#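 System: GST-AP2 R879A glutathione beads. Medium: PBS with 0.05% Tween 20 and 0.1% BSA. Also added: FITC-arrestin peptide, 50 nM. Incubation: 12 min plus 1 h, RT. Measured by: high-throughput flow cytometry of beads, ex 488, em 535 nm. Evaluation: percent drop in bead-associated FITC signal.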
# PfHsp90 yeast 2: inhibits growth of yeast expressing Plasmodium falciparum Hsp90. inhibition, % at 9.4 µM. actives 0.32% (n = 310,000). S. cerevisiae expressing PfHsp90, BacTiter-Glo ATP, 48 h; yeast lacking PDR1 and PDR3 efflux regulators;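 active means every replicate shows inhibition above about 80%, whatever the replicate mean, limit read from the data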;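 further: 0% = DMSO neutral controls and 100% = 20 µM radicicol positive controls; yeast relying on Plasmodium falciparum Hsp90 in place of its own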
# SUMO Mot1 rescue: SUMOylation pathway inhibition by Mot1-301 growth rescue; S. cerevisiae Mot1-301 growth rescue, ATP luminescence, 38.5C; percent above DMSO median, 100 means doubled; growth rescue, % at 18.8 µM; actives 1% (n = 320,000); AID 2716;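 active means every valid replicate shows activation above 250% relative to neutral control wells; inactive means the rest, any valid replicate at or below 250%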;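 further: OY570 slx delta 5 strain wells were the positive control but not used for scaling; some compounds called inactive have numbers as strong as hits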
# OPRM1-OPRD1 inv: inverse agonist of human OPRM1-OPRD1 heterodimerization; AID 504357; cell-based MOR-DOR heterodimer luminescence, inverse agonism; inhibition, % at 9.3 µM; actives 0.21% (n = 340,000); in the data active means inhibition above about 22%, passing the limit was not always enough;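 further: 0% = cells with DMSO and 100% = wells without cells with DMSO; values of inactives mirror those of a sister screen read the other way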
# E coli growth: counter-screen for AddAB inhibitors: E. coli growth inhibition | E. coli V3065 growth, OD600 absorbance, 18 h | inhibition, % at 11.9 µM | actives 0.27% (n = 330,000);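 active means inhibition above the campaign's mean inhibition across all tested compounds plus 3 SD, cut at about 9.9% in these data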;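 further: uninfected addAB+ strain grown without phage in ampicillin broth; 0% = DMSO wells and 100% = ciprofloxacin 0.95 µg/ml wells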
# phage Ecoli inh: E. coli growth loss with phage present. actives 0.26% (n = 360,000). growth absorbance. inhibition, % at 11.9 µM; in the data active means inhibition above about 11%
# AddAB inh: less growth of phage-infected E. coli with AddAB; E. coli expressing H. pylori AddAB, absorbance growth; inhibition, % at 11.9 µM; actives 0.29% (n = 330,000); AID 435030; in the data active means inhibition above about 12%;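 further: 0% = vehicle wells of infected cells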
# Starred values were filed as active, the others as inactive; . = no result given; + = active, no number.
# Second line of a record: OPRM1-OPRD1 ag	Pemphigus Ab inh	Tat export inh	PKA-R1A activ	Arrestin-AP2 inh	PfHsp90 yeast 2	SUMO Mot1 rescue	OPRM1-OPRD1 inv	E coli growth	phage Ecoli inh	AddAB inh
- CCCCN(C(=O)C1=NN(c2ccccc2)C(=O)CC1)c1c(N)n(CC(C)C)c(=O)[nH]c1=O
    1.2	98	-11	3	18	1	-1	-6	2.5	5.8	1.8
- CCc1ccc2[nH]c(=O)c(CN(Cc3ccco3)S(=O)(=O)c3ccc4c(c3)OCCO4)cc2c1
    -1.0	91	11	6	7	-15	-8	6	0.5	2.3	-0.7
- COc1ccc(OC)c(CNC(=O)COc2cc(=O)n(C)c3ccccc23)c1
    -3.3	101	-14	-3	-12	0	529	16	-0.4	3.4	6.0
- Cc1cccc(N(CC(=O)NCc2ccc3c(c2)OCO3)C(=O)CCC(=O)Nc2ccccn2)c1C
    -0.9	106	-6	-3	-4	4	.	4	.	0.6	.
- O=C(NCCc1ccc(Cl)cc1)C1CCN(S(=O)(=O)c2cccc3nonc23)CC1
    0.7	104	-1	-6	3	0	8	-4	-2.2	-0.7	4.6
- CC(C)c1ccc(S(=O)(=O)N2CCN(C(=O)c3cc([N+](=O)[O-])ccc3N3CCOCC3)CC2)cc1
    -1.7	.	24	-8	11	-1	-3	9	1.0	-0.2	-0.8
- Cc1ccc(C(=O)NC(=S)NNC(=O)c2ccccc2)cc1
    -3.1	116	0	3	13	1	-18	16	-0.7	3.2	2.8
- Cc1ccc(S(=O)(=O)N(C)C)cc1NC(=O)COC(=O)Cc1ccc(Br)cc1
    -1.6	86	-4	-7	6	-11	-11	8	0.6	2.4	-0.9
- O=C(NCCCCCNC(=O)c1ccco1)c1ccco1
    0.2	105	1	6	-1	-1	286	-1	-1.6	-2.0	2.1
- O=C(Nc1ccc2ncccc2c1)Nc1ccc2ncccc2c1
    -1.0	71	-15	-9	5	7	-10	5	-1.4	-1.4	0.4
- Cc1nn(-c2ccccc2)c(N2CCCC2)c1/C=N/O
    -2.3	101	1	4	-4	-36	4	12	-1.9	.	0.5
- CCOc1ccc(C(=O)NCC(=O)OCc2cc([N+](=O)[O-])cc3c2OCOC3)cc1OCC
    -0.3	104	-1	-2	-4	1	393	2	-2.1	3.2	-1.3
- CC(Sc1ccc(S(=O)(=O)N2CCN(C)CC2)cn1)C(=O)Nc1cccc(Cl)c1Cl (stereo not drawn)
    -1.1	98	7	-5	13	-8	.	6	.	0.1	.
- CCOC(=O)c1cnc(SCC(=O)c2ccc(Cl)cc2)nc1N
    1.3	.	10	4	-4	50	8	-6	-0.9	5.2	1.4
- COc1cc(NC2c3ccccc3C(=O)N2Cc2ccc3c(c2)OCO3)cc(OC)c1 (stereo not drawn)
    1.9	89	2	-5	0	28	77	-10	3.0	2.0	0.8
- Cc1ccc(NS(=O)(=O)c2cc(OCC(N)=O)c(C)cc2Cl)cc1
    -1.0	100	-5	1	16	4	-12	5	1.2	2.0	3.0
- Cc1ccc(C(=O)N2CCN(c3ccc(NC(=O)c4cccs4)cc3)CC2)cc1
    0.1	112	5	-7	-5	-1	19	-1	-1.4	3.0	2.3
- CCOC(=O)c1nc(C)sc1-c1ccnn1S(=O)(=O)c1ccc(C)cc1
    -2.5	95	-6	1	32	16	-3	13	-2.3	1.5	-0.9
- CC[N+]1(C)[C@@H]2CC[C@H]1CC(OC(=O)[C@H]1CCC(C(=O)OC3C[C@H]4CC[C@@H](C3)[N+]4(C)CC)(c3ccccc3)c3ccccc31)C2 (stereo partly drawn)
    -1.0	113	12	3	9	3	11	6	-3.8	3.0	-0.4
- CC(C)(C)n1ncc2c(=O)n(CC(=O)N3CCCc4ccccc43)cnc21
    -4.8	104	5	-9	-4	6	-1	24	0.0	3.0	1.3
- CC1(C)Cc2ccccc2-c2nc(NCCCO)[nH]c(=O)c21
    -0.1	101	4	-2	-5	-10	12	1	0.3	0.8	3.8
- c1cncc(C(c2nnnn2C2CCCCC2)N2CCN3CCCC3C2)c1 (stereo not drawn)
    0.4	102	7	-9	-2	6	9	-2	-3.7	-0.9	-1.9
- O=C(c1ccc2c(c1)OCO2)C1CCCN(Cc2cn[nH]c2-c2cccc(F)c2)C1 (stereo not drawn)
    -0.6	103	-5	1	36	3	6	3	-1.8	4.4	0.5
- O=S(=O)(NCCN1CCOCC1)c1ccc(F)c(Cl)c1
    -3.1	.	-5	3	1	-34	78	15	-0.5	0.6	2.9
- CC1(C)CC(NC(=O)c2cccc(F)c2)CC(C)(C)N1
    -3.7	131	-7	4	-8	-7	-9	18	2.2	2.5	3.6
- Cc1cccc(N(C(=O)CNC(=O)c2ccco2)C(C(=O)NC2CCCC2)c2cccnc2)c1 (stereo not drawn)
    -3.4	112	1	-11	4	-24	-12	18	1.7	1.0	1.5
- CCN(CC)C(=O)c1ccc(-c2cccs2)s1
    -0.7	118	1	0	13	-6	2	4	-1.3	1.0	5.7
- O=C(c1cc(COc2ccc(F)cc2F)on1)N1CCCC(c2ccccc2)C1 (stereo not drawn)
    7.6	113	21	-7	3	.	11	-36	0.8	-2.6	4.5
- CCOC(=O)c1cc(C#N)c(Oc2ccccc2OC)nc1-c1ccccc1
    1.2	101	4	5	23	-6	+	-5	-0.4	3.7	2.7
- CCN(CC(=O)Nc1ccc(S(=O)(=O)N2CCCC2)cc1)Cc1ccccc1
    -0.9	103	3	-6	-6	.	-5	6	2.4	0.1	-0.5

# 6 structures already listed, arranged by count of non-hydrogen atoms, descending.
# Second line of a record: OPRM1-OPRD1 ag	Pemphigus Ab inh	Tat export inh	PKA-R1A activ	Arrestin-AP2 inh	PfHsp90 yeast 2	SUMO Mot1 rescue	OPRM1-OPRD1 inv	E coli growth	phage Ecoli inh	AddAB inh
- CC(C)c1ccc(S(=O)(=O)N2CCN(C(=O)c3cc([N+](=O)[O-])ccc3N3CCOCC3)CC2)cc1
    -1.7	.	24	-8	11	-1	-3	9	1.0	-0.2	-0.8
- CCc1ccc2[nH]c(=O)c(CN(Cc3ccco3)S(=O)(=O)c3ccc4c(c3)OCCO4)cc2c1
    -1.0	91	11	6	7	-15	-8	6	0.5	2.3	-0.7
- COc1cc(NC2c3ccccc3C(=O)N2Cc2ccc3c(c2)OCO3)cc(OC)c1 (stereo not drawn)
    1.9	89	2	-5	0	28	77	-10	3.0	2.0	0.8
- CC(C)(C)n1ncc2c(=O)n(CC(=O)N3CCCc4ccccc43)cnc21
    -4.8	104	5	-9	-4	6	-1	24	0.0	3.0	1.3
- CC1(C)Cc2ccccc2-c2nc(NCCCO)[nH]c(=O)c21
    -0.1	101	4	-2	-5	-10	12	1	0.3	0.8	3.8
- O=C(NCCCCCNC(=O)c1ccco1)c1ccco1
    0.2	105	1	6	-1	-1	286	-1	-1.6	-2.0	2.1

# Later entries.
# Second line of a record: OPRM1-OPRD1 ag	Pemphigus Ab inh	Tat export inh	PKA-R1A activ	Arrestin-AP2 inh	PfHsp90 yeast 2	SUMO Mot1 rescue	OPRM1-OPRD1 inv	E coli growth	phage Ecoli inh	AddAB inh
- Cc1ccc(NC(=O)COC(=O)/C=C/c2cccs2)cc1
    -0.6	104	-1	1	33	10	3	3	0.1	2.9	1.9
- Cc1cc(Br)ccc1NC(=O)CNC(=O)Cn1ncc(Cl)c(Cl)c1=O
    -3.7	98	-1	-13	3	-37	2	17	0.2	0.8	-0.9
- CN(c1ccc(OCC(=O)OCC(=O)NC2CCCC2)cc1)S(=O)(=O)c1ccc2ccccc2c1
    -2.7	96	-2	-5	13	-11	-20	13	-0.9	0.8	-1.4
- CC(C)CNC(=O)COC(=O)c1cc(Cl)cc(Cl)c1N
    2.1	101	-5	-10	0	3	13	-12	-2.6	1.0	1.0
- COc1ccc(N2CCN(C(=O)c3ccccc3N(C)S(=O)(=O)c3ccc(C)cc3)CC2)cc1
    -2.6	.	-3	-1	-3	1	52	14	.	0.1	.
- Cn1cccc1-c1nc2ccc(NC(=O)c3cccs3)cc2[nH]1
    -0.3	97	8	8	21	-6	4	2	-2.1	1.6	1.3
- O=C(O)CCCNC(=O)CC1S/C(=N/N=C/c2ccccc2O)NC1=O (stereo not drawn)
    -1.5	96	0	-2	7	10	-1	8	-2.8	2.4	-2.6
- O=C(N/N=C/c1cccc([N+](=O)[O-])c1)c1ccc(COc2ccccc2-c2ccccc2)cc1
    2.3	106	-2	9	-8	-6	.	-12	-0.4	2.3	0.2
- O=C(CSc1ccc(Cl)cc1)N1CCN(c2ncc(C(F)(F)F)cc2Cl)CC1
    2.7	97	3	-18	2	-59	17	-14	0.7	2.2	0.3
- Clc1ccccc1CN1CCN(c2ncccn2)CC1
    -0.2	111	0	8	58*	-9	-6	1	0.3	0.8	3.5
- Cc1ccc(NC(=O)N(Cc2cccnc2)Cc2ccco2)cc1C
    -1.4	98	-9	4	3	16	2	8	0.3	2.5	3.0
- Cc1ccc(C(C(=O)NC2CCCC2)N(Cc2cccnc2)C(=O)c2snc(C(N)=O)c2N)o1 (stereo not drawn)
    -3.4	100	3	4	-15	3	11	17	0.2	2.0	0.5
- Cc1cc(N2CCN(S(=O)(=O)c3ccc(C)c(C)c3)CC2)c2ccccc2n1
    -1.4	97	-4	-11	-2	-6	365	7	0.8	.	1.5
- CCOc1ccccc1NC(=S)NC(=O)CCCOc1ccc(Cl)cc1Cl
    2.5	108	9	-5	14	-6	14	-14	0.6	0.8	0.9
- COC(=O)CSc1nnc(-c2ccc(S(=O)(=O)N3CCC(C)CC3)cc2)o1
    -1.7	95	-5	-10	31	0	58	9	0.7	3.6	4.8
- CC(C)C[C@@H](C(=O)N[C@@H](C(=O)O)c1ccccc1)N1C(=O)N2CCc3c([nH]c4ccccc34)[C@@]2(C)C1=O
    -1.6	101	-2	-15	-7	29	0	9	-0.2	2.3	1.2
- COc1ccc(CC(=O)NNC(=O)c2ccncc2)cc1
    -1.7	.	20	4	-2	6	12	8	-1.8	-0.8	4.0
- Cn1c(-c2ccc(Cl)cc2)ccc(C#N)c1=O
    9.1	.	4	-2	-7	.	-2	-46	-0.2	2.4	3.9

# Only Arrestin-AP2 inh (3 entries from above):
SMILES | Arrestin-AP2 inh
CCOc1ccccc1NC(=S)NC(=O)CCCOc1ccc(Cl)cc1Cl | 14
COC(=O)CSc1nnc(-c2ccc(S(=O)(=O)N3CCC(C)CC3)cc2)o1 | 31
CC(C)C[C@@H](C(=O)N[C@@H](C(=O)O)c1ccccc1)N1C(=O)N2CCc3c([nH]c4ccccc34)[C@@]2(C)C1=O | -7

# Screening results (PubChem BioAssay)

# Compounds were not picked by outcome; any-hit rate near 2.8%.
